EZH2 inh = blocks human EZH2/PRC2 H3K27 methylation. DELFIA TRF, 1 h. inhibition, % at 12.5 µM. 0.35% of 57,000 active;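 active means mean inhibition of replicates at least 50% and every single replicate also reaching 50%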;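 further: dimethyl H3K27 on biotinylated H3 21-44 peptide detected by antibody; plate controls were median neutral control wells for no effect and median positive control wells for full effect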
Target sequence (Q15910 whole entry, looked up): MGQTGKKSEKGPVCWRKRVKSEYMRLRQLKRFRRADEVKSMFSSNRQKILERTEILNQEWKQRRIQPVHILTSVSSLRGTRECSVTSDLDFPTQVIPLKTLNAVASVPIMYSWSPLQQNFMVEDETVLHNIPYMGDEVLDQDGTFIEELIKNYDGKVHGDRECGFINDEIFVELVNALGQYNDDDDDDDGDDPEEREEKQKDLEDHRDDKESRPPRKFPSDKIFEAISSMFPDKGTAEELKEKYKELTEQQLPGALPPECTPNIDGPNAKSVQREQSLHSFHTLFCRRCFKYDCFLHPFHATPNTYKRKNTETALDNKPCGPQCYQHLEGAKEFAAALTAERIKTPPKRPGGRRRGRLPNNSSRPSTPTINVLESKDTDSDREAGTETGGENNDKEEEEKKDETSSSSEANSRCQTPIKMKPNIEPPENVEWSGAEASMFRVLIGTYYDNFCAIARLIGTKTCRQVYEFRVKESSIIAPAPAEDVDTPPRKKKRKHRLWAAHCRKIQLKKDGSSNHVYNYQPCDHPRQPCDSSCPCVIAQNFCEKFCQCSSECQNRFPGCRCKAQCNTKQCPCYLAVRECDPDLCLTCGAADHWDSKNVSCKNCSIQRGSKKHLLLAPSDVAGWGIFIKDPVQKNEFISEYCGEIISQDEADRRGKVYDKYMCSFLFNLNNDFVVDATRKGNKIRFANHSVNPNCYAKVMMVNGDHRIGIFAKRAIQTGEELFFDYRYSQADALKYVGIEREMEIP
IDH1 mut inh = inhibitors of human IDH1 R132H. O75874. IDH1 R132H reductase, diaphorase/resazurin fluorescence, 60 min. inhibition, % at 10 µM. 0.18% of 70,000 active. AID 624101; in the data active means inhibition above about 34%;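 further: 0% = DMSO and 100% = no enzyme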
Active calls of the source: *; . = not tested or not shown. The list is partial (hit frequency here may not be typical).

#	mol	EZH2 inh	IDH1 mut inh
1	Nc1nc(SCC(=O)c2ccc(Oc3ccccc3)cc2)n[nH]1	-10.4	0.4
2	C[C@H]1CN([C@@H](C)CO)C(=O)c2cc(C#CCN(C)C)cnc2O[C@H]1CN(C)S(C)(=O)=O	7.6	-0.3
3	C=CCc1ccc(O)c(-c2cc(CC=C)ccc2O)c1	.	0.2
4	COc1ccc(NC(=O)N[C@@H]2CC[C@H](CCNC(=O)Cc3ccncc3)O[C@H]2CO)cc1	2.2	0.4
5	CCOc1ccccc1NC(=O)CC1NCCNC1=O (centres undefined)	-12.2	0.0
6	C[C@H]1CN([C@@H](C)CO)C(=O)c2cc(NC(=O)Nc3ccc(C(F)(F)F)cc3)ccc2O[C@@H]1CN(C)C(=O)NC1CCCCC1	.	-6.1
7	CNC[C@@H]1OCCCC[C@H](C)Oc2ccc(NC(=O)NC(C)C)cc2C(=O)N([C@@H](C)CO)C[C@@H]1C	-10.6	0.5
8	COc1ccc(S(=O)(=O)Nc2cccc3c2O[C@@H](CN(C)C(=O)Nc2ccc(F)cc2)[C@H](C)CN([C@H](C)CO)C3=O)cc1	.	-1.5
9	COc1cc2c(cc1NC(=O)Cc1ccccc1[N+](=O)[O-])oc1ccccc12	8.1	0.2
10	Cc1ccc(S(=O)(=O)c2nc(-c3cccs3)oc2NCc2cccnc2)cc1	0.3	-1.2
11	C[C@@H]1CN([C@@H](C)CO)C(=O)Cc2cc(NC(=O)C3CCCCC3)ccc2O[C@@H]1CN(C)Cc1ccc(Cl)c(Cl)c1	.	-9.1
12	CC(C)NC(=O)N(C)C[C@@H]1Oc2ccc(NC(=O)CCCCCC(=O)Nc3ccccc3N)cc2CC(=O)N([C@@H](C)CO)C[C@H]1C	.	0.1
13	CC(C)NC(=O)N(C)C[C@H]1OCCCC[C@H](C)Oc2ccc(NC(=O)Nc3cccc4ccccc34)cc2C(=O)N([C@H](C)CO)C[C@H]1C	.	-2.8
14	C[C@H](CO)N1C[C@H](C)[C@H](CN(C)Cc2ccncc2)Oc2ncc(C#CC3CCCCC3)cc2C1=O	-30.9	-0.3
15	CCC(=O)Nc1ccc2c(c1)OC[C@H](C)N(Cc1cccc(F)c1)C[C@H](C)[C@@H](OC)CN(C)C2=O	-10.6	0.2

The list goes on, starting with the last 4 of the part before.
#	mol	EZH2 inh	IDH1 mut inh
12	CC(C)NC(=O)N(C)C[C@@H]1Oc2ccc(NC(=O)CCCCCC(=O)Nc3ccccc3N)cc2CC(=O)N([C@@H](C)CO)C[C@H]1C	.	0.1
13	CC(C)NC(=O)N(C)C[C@H]1OCCCC[C@H](C)Oc2ccc(NC(=O)Nc3cccc4ccccc34)cc2C(=O)N([C@H](C)CO)C[C@H]1C	.	-2.8
14	C[C@H](CO)N1C[C@H](C)[C@H](CN(C)Cc2ccncc2)Oc2ncc(C#CC3CCCCC3)cc2C1=O	-30.9	-0.3
15	CCC(=O)Nc1ccc2c(c1)OC[C@H](C)N(Cc1cccc(F)c1)C[C@H](C)[C@@H](OC)CN(C)C2=O	-10.6	0.2
16	C[C@H](CO)N1C[C@H](C)[C@@H](CN(C)C)Oc2cc(C#CC(C)(C)O)ccc2S1(=O)=O	-9.6	-5.3
17	CC1CC2(CC(C)(C(=O)CSc3n[nH]c(-c4ccccc4Cl)n3)OC2=O)C(=O)O1 (centres undefined)	.	0.0
18	O=c1n(-c2ccccc2)c(=O)n2n1CC(COc1ccccc1)=C1[C@@H](c3ccccc3)OB(O)C[C@@H]12	0.3	.
19	CO[C@@H]1CN(C)C(=O)c2cc(NC(=O)NC(C)C)ccc2OC[C@@H](C)N(C(=O)C2CCC2)C[C@@H]1C	9.3	0.2
20	CCCNC(=O)N(C)C[C@H]1Oc2ncc(-c3cccc(C#N)c3)cc2C(=O)N([C@@H](C)CO)C[C@H]1C	6.9	-0.6
21	C[C@@H]1CN([C@@H](C)CO)C(=O)c2cc(NC(=O)Cc3ccccc3)ccc2O[C@@H]1CN(C)C(=O)Nc1ccc(F)cc1	.	-1.6
22	C[C@H](CO)N1C[C@H](C)[C@@H](CN(C)S(=O)(=O)c2cccs2)Oc2c(NS(=O)(=O)c3ccc(F)cc3)cccc2C1=O	.	-0.4
23	C[C@H](CO)N1C[C@H](C)[C@H](CN(C)C(=O)c2cccc(F)c2)Oc2cc(C#CC3CC3)ccc2S1(=O)=O	-3.5	-0.8
24	COc1ccc(S(=O)(=O)Nc2ccc3c(c2)CC(=O)N([C@@H](C)CO)C[C@H](C)[C@H](CN(C)C(=O)Nc2ccc(C(F)(F)F)cc2)O3)cc1	.	-1.3
25	Cc1noc(C)c1S(=O)(=O)Nc1ccc2c(c1)C(=O)N([C@@H](C)CO)C[C@@H](C)[C@H](CN(C)C(=O)NC1CCCCC1)O2	.	0.2
26	C[C@@H]1CCCCO[C@H](CN(C)Cc2ccncc2)[C@H](C)CN([C@H](C)CO)C(=O)c2cc(NC(=O)c3ccccc3)ccc2O1	-1.8	.
27	CCS(=O)(=O)Nc1ccc2c(c1)C(=O)N(C)C[C@@H](OC)[C@H](C)CN[C@H](C)CO2	-6.3	0.2
28	C[C@@H]1CCCCO[C@@H](CN(C)Cc2ccc3c(c2)OCO3)[C@H](C)CN([C@H](C)CO)C(=O)c2cc(NC(=O)Nc3cccc4ccccc34)ccc2O1	.	1.2
29	O=C(NCC[C@H]1CC[C@@H](NC(=O)c2ccccc2F)[C@H](CO)O1)c1ccc2c(c1)OCO2	1.6	0.0
30	Cc1noc(C)c1NC(=O)Nc1cccc2c1O[C@@H](CN(C)CC1CC1)[C@H](C)CN([C@H](C)CO)C2=O	.	1.4

Record cards, as listed above:
Cc1noc(C)c1NC(=O)Nc1cccc2c1O[C@@H](CN(C)CC1CC1)[C@H](C)CN([C@H](C)CO)C2=O across the screens: EZH2 inh = .; IDH1 mut inh = 1.4
CCS(=O)(=O)Nc1ccc2c(c1)C(=O)N(C)C[C@@H](OC)[C@H](C)CN[C@H](C)CO2 across the screens: EZH2 inh = -6.3; IDH1 mut inh = 0.2

The results go on.
#	mol	EZH2 inh	IDH1 mut inh
31	CC1(C)CC[C@]2(C(=O)O[C@@H]3O[C@H](CO)[C@@H](O)[C@H](O)[C@H]3O)CC[C@]3(C)C(=CCC4[C@@]5(C)CC[C@H](O[C@@H]6OC[C@H](O)[C@H](O)[C@H]6O[C@@H]6O[C@H](CO)[C@@H](O)[C@H](O)[C@H]6O[C@@H]6OC[C@H](O)[C@H](O)[C@H]6O)[C@@](C)(CO)C5CC[C@]43C)C2C1 (some centres undefined)	.	2.5
32	COc1ccc(CN2C[C@H](C)[C@H](OC)CN(C)C(=O)c3cc(NC(=O)c4nc5ccccc5s4)ccc3OC[C@@H]2C)cc1	-12.3	0.3
33	C[C@@H]1CN([C@H](C)CO)C(=O)c2cc(NS(=O)(=O)c3ccc(F)cc3)ccc2O[C@H]1CN(C)Cc1ccccc1	-4.2	0.4
34	CC(C)(C)C1CCc2c(sc(NC(=O)COc3ccccc3Cl)c2C(N)=O)C1 (centres undefined)	-10.9	0.3
35	C[C@H]1CN([C@@H](C)CO)C(=O)c2cc(-c3cccc(F)c3)cnc2O[C@@H]1CN(C)Cc1ccccn1	3.3	0.0
36	C[C@@H]1CN([C@H](C)CO)C(=O)c2ccccc2-c2ccccc2CO[C@H]1CN(C)C(=O)NC1CCCCC1	-1.7	.
37	C[C@H]1CN([C@@H](C)CO)C(=O)Cc2cc(NC(=O)C3CC3)ccc2O[C@H]1CN(C)Cc1ccc(C(=O)O)cc1	.	1.9
38	CCn1cc(C(=O)O)c(=O)c2cc(F)c(N3CCNCC3)cc21	.	-1.5
39	Cc1cc(C(=O)Nc2cccc3c2O[C@H](CN(C)Cc2ccc(Oc4ccccc4)cc2)[C@H](C)CN([C@H](C)CO)C3=O)n(C)n1	-5.1	.
40	C[C@H](CO)N1C[C@H](C)[C@H](CN(C)C(=O)C2CCC2)Oc2cc(-c3cncnc3)ccc2S1(=O)=O	16.5	.
41	CO[C@H]1CN(C)C(=O)c2ccc(NS(=O)(=O)CC(F)(F)F)cc2OC[C@@H](C)N(C(=O)NC(C)C)C[C@H]1C	2.3	-0.1
42	Cc1cc(C)c2oc(-c3cccc(NC(=O)COc4ccccc4Cl)c3C)nc2c1	8.2	0.3
43	O=C(N/N=C/c1ccc(Br)cc1)c1ccccc1O	19.0	0.6
44	CO[C@@H]1CN(C)C(=O)c2cc(NC(=O)C3CC3)ccc2OC[C@H](C)N(C(=O)c2ccccc2)C[C@H]1C	2.5	-0.1
45	COc1ccc(S(=O)(=O)N(C)C[C@H]2Oc3ccc(NC(=O)Nc4c(C)noc4C)cc3CC(=O)N([C@H](C)CO)C[C@H]2C)cc1	.	0.1

Next compounds follow.
#	mol	EZH2 inh	IDH1 mut inh
46	C[C@H](CO)N1C[C@H](C)[C@@H](CN(C)C(=O)Nc2cccc3ccccc23)Oc2ccc(NC(=O)NC3CCCCC3)cc2C1=O	-4.1	-3.0
47	CC(C)C#Cc1cnc2c(c1)C(=O)N([C@@H](C)CO)C[C@@H](C)[C@@H](CN(C)C(=O)C1CCC1)O2	8.6	0.2
48	C[C@H](CO)N1C[C@H](C)[C@H](CN(C)C)Oc2c(NS(=O)(=O)c3ccccc3)cccc2C1=O	1.6	0.6
49	CNC[C@@H]1Oc2ccc(NC(=O)Cc3ccccc3)cc2C(=O)N([C@@H](C)CO)C[C@H]1C	-16.5	2.1
50	COc1ccc(C#Cc2ccc3c(c2)O[C@@H](CN(C)C)[C@@H](C)CN([C@H](C)CO)S3(=O)=O)cc1	-17.2	-2.7
51	CCNc1nc(Oc2ccc(=O)[nH]n2)nc(SC)n1	-3.5	0.0
52	COc1ccc(CN(C)C[C@H]2Oc3ccc(NC(=O)NC(C)C)cc3CC(=O)N([C@H](C)CO)C[C@@H]2C)cc1	.	0.6
53	C[C@H](CO)N1C[C@H](C)[C@H](CN(C)Cc2ccc(C(=O)O)cc2)Oc2ccc(NC(=O)Cc3ccccc3)cc2C1=O	3.8	.
54	COc1ccc(S(=O)(=O)N(C)C[C@H]2Oc3ccc(NS(=O)(=O)c4ccccc4)cc3C(=O)N([C@@H](C)CO)C[C@H]2C)cc1	.	-0.2
55	COc1ccc(C)cc1NC(=O)c1ccccc1NS(=O)(=O)c1cccc2cccnc12	7.8	-0.1
56	CC(=O)O[C@@H]1[C@@H](OC(=O)/C=C/c2ccccc2)[C@@H](OC(C)=O)[C@H](O[C@H]2[C@@H]3C=CO[C@@H](O[C@@H]4O[C@H](CO)[C@@H](O)[C@H](O)[C@H]4O)[C@@H]3[C@@]3(CO)O[C@@H]23)O[C@H]1C	.	-0.1
57	CO[C@@H]1CN(C)C(=O)c2cc(NC(=O)C3CC3)ccc2OC[C@H](C)N(C(=O)C2CCCCC2)C[C@H]1C	10.1	0.5
58	CNC[C@@H]1Oc2c(NC(=O)c3cnccn3)cccc2C(=O)N([C@H](C)CO)C[C@@H]1C	3.0	-1.8
59	CN(CC(=O)Nc1ccc2c(c1)OCCO2)S(=O)(=O)c1cc(Cl)ccc1Cl	-6.2	-0.2
60	COc1ccc(C#Cc2cnc3c(c2)C(=O)N([C@@H](C)CO)C[C@@H](C)[C@@H](CN(C)C(=O)Nc2cccc(OC)c2)O3)cc1	-33.8	.

The listing continues:
#	mol	EZH2 inh	IDH1 mut inh
61	COCCOC(=O)N1C(=O)[C@@]2(c3cc(C#CC4=CCCCC4)ccc31)[C@H](c1ccccc1OCCO)N1[C@H](c3ccccc3)[C@H](c3ccccc3)OC(=O)[C@H]1[C@@H]2C(=O)NC[C@H](O)c1ccccc1	-15.2	0.1
62	CO[C@H](CN(C)Cc1cc(F)ccc1F)[C@@H](C)CN([C@H](C)CO)S(=O)(=O)c1ccc(C)cc1	4.2	-0.6
63	O=C(Nc1ccc(F)cc1)N[C@@H]1CC[C@H](CCNC(=O)c2cc(Cl)cc(Cl)c2)O[C@H]1CO	-15.5	-0.2
64	O=C(C[C@H]1C[C@H]2c3cc(NS(=O)(=O)c4ccc(F)cc4)ccc3O[C@H]2[C@@H](CO)O1)NCc1ccccc1F	24.5	0.4
65	COc1ccc(CN(C)C[C@H]2OCCCC[C@@H](C)Oc3ccc(NS(C)(=O)=O)cc3C(=O)N([C@H](C)CO)C[C@@H]2C)cc1	18.0	.
66	C[C@@H]1CN([C@H](C)CO)C(=O)c2cc(NC(=O)C3CCCCC3)ccc2O[C@@H](C)CCCCO[C@@H]1CN(C)S(=O)(=O)c1cn(C)cn1	.	1.3
67	COc1ccc(N(C(C)C(=O)Nc2ccc(Cl)c(Cl)c2)S(C)(=O)=O)cc1 (centres undefined)	-6.4	0.6
68	COc1ccc(S(=O)(=O)Nc2ccc3c(c2)CC(=O)N([C@H](C)CO)C[C@@H](C)[C@H](CN(C)Cc2ccc(C(F)(F)F)cc2)O3)cc1	.	1.7
69	C[C@@H]1CN([C@H](C)CO)C(=O)c2cc(NS(=O)(=O)c3cccs3)ccc2O[C@H]1CN(C)Cc1ccccc1	.	-0.3
70	C[C@@H]1CN([C@@H](C)CO)C(=O)c2cc(NC(=O)Cn3cnnn3)ccc2O[C@H]1CN(C)S(=O)(=O)c1cccs1	.	-0.2
71	NC(=O)CSc1oc(-c2ccc(F)cc2)nc1S(=O)(=O)c1ccc(Cl)cc1	-20.7	-0.1
72	COC1=CC(=O)C[C@@H](C)[C@]12Oc1c(Cl)c(OC)cc(OC)c1C2=O	.	-0.2
73	C[C@H]1CN([C@@H](C)CO)C(=O)c2cc(C#CCN(C)C)cnc2O[C@H]1CN(C)Cc1ccc(C(=O)O)cc1	.	0.0
74	CC(C)NC(=O)Nc1ccc2c(c1)C(=O)N([C@@H](C)CO)C[C@H](C)[C@@H](CN(C)Cc1ccc(-c3ccccc3)cc1)O2	5.4	.
75	C[C@H](CO)N1C[C@H](C)[C@H](CN(C)Cc2ccc(-c3ccccc3)cc2)Oc2ccc(NS(=O)(=O)c3ccc(Cl)cc3)cc2C1=O	.	1.7
76	CO[C@H]1CN(C)C(=O)c2ccc(NC(=O)c3ccc4c(c3)OCO4)cc2OC[C@H](C)NC[C@@H]1C	-0.4	-0.2
77	CO[C@H](CN(C)Cc1ccc2c(c1)OCO2)[C@@H](C)CN(C(=O)Nc1ccc(F)cc1)[C@H](C)CO	-0.6	0.0
